HEK293 NFkB inh – inhibitors of the PMA/ionomycin-induced NF-kB reporter in HEK293 cells; HEK-293 NF-kB luciferase reporter, luminescence; inhibition, % at 3 µM; hit rate 0.21% among 62,000;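 active means inhibition above the mean of all tested compounds plus 3 SD, cut at about 40% in these data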;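 further: 0% = stimulated DMSO wells and 100% = 10 µM reference inhibitor 5653914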
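Reagent: PMA plus ionomycin mix as NF-kB-activating stimulus. Assay system: NF-kB luciferase reporter HEK-293 cells. Technique: luminescence from luciferase substrate reagent. Incubation: 1 h compound pre-incubation, 16 h PMA/ionomycin at 37 °C. Benchmarks: DMSO only as uninhibited control, 10 µM reference inhibitor as full inhibition. Repeats: tested once.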
D1 mod – allosterically modulates the human D1 dopamine receptor; HEK293 D1, CRE-luciferase, dopamine EC30 potentiation; actives deviate in either direction; P21728; B-score at 10 µM; hit rate 5.9% among 58,000; AID 641;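 active means luminescence count or its row- and column-corrected plate score outside the 99.7% band of the plate's sample wells, on either side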
Target sequence (P21728 whole entry, looked up): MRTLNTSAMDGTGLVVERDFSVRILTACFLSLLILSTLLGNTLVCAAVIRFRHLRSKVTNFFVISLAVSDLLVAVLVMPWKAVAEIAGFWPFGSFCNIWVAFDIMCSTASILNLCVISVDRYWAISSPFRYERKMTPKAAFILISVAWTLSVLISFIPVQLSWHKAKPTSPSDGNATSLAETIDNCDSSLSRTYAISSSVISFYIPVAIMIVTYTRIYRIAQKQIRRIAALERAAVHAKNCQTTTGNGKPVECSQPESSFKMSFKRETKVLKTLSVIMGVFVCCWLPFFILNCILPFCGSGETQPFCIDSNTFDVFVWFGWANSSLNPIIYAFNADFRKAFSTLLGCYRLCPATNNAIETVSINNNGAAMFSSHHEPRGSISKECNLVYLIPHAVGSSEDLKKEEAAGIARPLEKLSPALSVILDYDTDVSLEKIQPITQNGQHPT
M1 agonist – M1 muscarinic receptor agonism. B-score at 10 µM. CHO-M1 cells, Fluo-4 calcium fluorescence, agonist mode; hits give high values. AID 626. hit rate 3% among 64,000;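 active means fluorescence rise, raw or as B-score row- and column-corrected plate score, outside the 99.7% band of its plate's samples, either direction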
TNAP act DEA – activates human TNAP at intermediate phosphate acceptor concentration; P05186; purified TNAP, CDP-star luminescence, 100 mM DEA, 30 min; hits give high values; scale: 0 levamisole-inhibited, 1 vehicle-only enzyme; activation factor at 20 µM; 64,000 tested, under 10 active; AID 813;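 active means activation factor of at least 2 at 20 µM, relative to controls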
Target sequence (P05186 whole entry, looked up): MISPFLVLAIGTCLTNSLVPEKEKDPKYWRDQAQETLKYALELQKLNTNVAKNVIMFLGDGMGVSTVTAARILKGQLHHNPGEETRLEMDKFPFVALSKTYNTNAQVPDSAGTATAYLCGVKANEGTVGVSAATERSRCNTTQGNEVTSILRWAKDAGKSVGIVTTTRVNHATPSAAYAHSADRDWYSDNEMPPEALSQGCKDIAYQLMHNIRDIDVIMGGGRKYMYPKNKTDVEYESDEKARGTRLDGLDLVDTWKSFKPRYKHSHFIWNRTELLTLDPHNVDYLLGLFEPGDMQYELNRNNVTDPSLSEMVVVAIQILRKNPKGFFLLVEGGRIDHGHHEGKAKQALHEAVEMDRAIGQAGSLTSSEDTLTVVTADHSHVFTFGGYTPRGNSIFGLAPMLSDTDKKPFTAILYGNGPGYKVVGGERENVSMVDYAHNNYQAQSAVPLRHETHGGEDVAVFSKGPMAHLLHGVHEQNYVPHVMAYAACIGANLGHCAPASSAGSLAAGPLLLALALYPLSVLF
Jurkat tox 60K – reduces viability or proliferation of Jurkat cells; inhibition, % at 4 µM; hit rate 1.2% among 56,000; Jurkat E6.1 viability, ATP luminescence, 48 h;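 active means inhibition above the mean inhibition of all tested compounds plus 3 SD, cut at about 28% in these data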
tolC growth inh – blocks growth of E. coli BW25113 tolC mutant | growth inhibition, % at 10 µM (by protocol) | OD615 | AID 573 | hit rate 2.2% among 65,000;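 active means growth inhibition at or above a cutoff equal to the mean over every tested compound plus 3 SD, cut at about 60% in these data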;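 further: growth measured after 20 h incubation at 37 °C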
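signal = optical density read at 615 nm | test system = E. coli ΔtolC::kan strain BW25113 | timing = 20 h compound exposure of bacteria at 37 °C | buffer or medium = LB medium plus 50 µg/mL kanamycin | compound dosing = 10 µM final, single dose | evaluation = % inhibition of E. coli growth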
M1 antagonist – M1 muscarinic receptor (rat) antagonism; hit rate 3.4% among 64,000; B-score at 10 µM; AID 628; P08482; CHO-M1 cells, Fluo-4 calcium, ACh EC80 antagonist mode; hits give low values;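 active means calcium fluorescence response, raw or row-and-column corrected B-score, differing from the plate sample mean either way at a set confidence level, mostly lower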
SF-1 act – activates the human nuclear receptor SF-1. Q13285. AID 522. activation, % at 10 µM. hit rate 1.9% among 65,000. CHO-K1 Gal4-SF-1 LBD luciferase reporter; % increase over DMSO SF-1-specific signal;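 active means activation above the mean activation of all tested compounds plus 3 SD, cut at about 50% in these data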
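material = CHO-K1 cells with Gal4–hSF-1 LBD chimera plus Gal4-driven luciferase | compound = 10 µM single point, 1% DMSO | incubation = 20 h compound exposure at 37 °C after 1 h cell settling | measured by = SteadyLite luciferase luminescence | evaluation = percent activation relative to DMSO median and mock-transfected background | control set = DMSO negative control and −SF1 background wells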
NADH enzymes – inhibition of NAD/NADH coupling enzymes, library profiling | IC50, µM (series often up to 10 µM), without a hit: top-dose inhibition | coupled PK/LDH NADH assays, four targets | AID 774 | hit rate 0.02% among 65,000;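 active means single-dose screening hits from any of four coupled enzyme assays that gave an IC50 when retested across doses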;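 further: the DPM-DC format reads NADH fluorescence rather than 340 nm absorbance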
An asterisk follows results filed as active; x = no result given; [ ] = dose if it differs, or a comment.

Compound	TNAP act DEA	M1 agonist	SF-1 act	tolC growth inh	HEK293 NFkB inh	D1 mod	NADH enzymes	M1 antagonist	Jurkat tox 60K
O=C(Nc1ccc(NC(=O)C2CC2)nc1)c1ccccn1	1	1.9	13	3	-23	-3.8	3%	0.55	x
COCCCNC(=O)c1c(N)n(/N=C/c2cccnc2)c2nc3ccccc3nc12	0.9	4.1	3	4	x	0.21	9%[fluoresces]	-0.81	x
O=C(CSc1n[nH]c(-c2ccncc2)n1)c1ccccc1	0.9	0.063	4	8	23	0.61	16%	-0.69	3
COc1ccc(Cc2nnc(NC(=O)C3CCCO3)s2)cc1 (configuration not stated)	0.9	-0.026	-2	3	-11	-0.41	8%	0.15	-7
CCOC(=O)CC(NS(=O)(=O)c1ccc(NC(C)=O)cc1)c1ccc(OCC)cc1 (configuration not stated)	0.9	-0.02	-4	-8	17	0.43	3%	0.95	-1
CCOC(=O)N1CCN(C(=O)Nc2ccc(Cl)cc2)CC1	0.8	0.35	4	-8	11	0.45	5%	-0.017	0
Cc1ccc(C(=O)Nc2ncc(Cc3ccccc3)s2)o1	1	0.31	61*	28	-37	-2.8*	1%	-0.029	7
Cc1nn(CCC#N)c2nc(C(F)(F)F)[nH]c(=O)c12	0.9	0.55	4	5	24	-0.15	2%	-0.21	7
Cn1c(=O)n(C)c2cc(NS(=O)(=O)c3ccc4c(c3)CCCC4)ccc21	0.9	0.26	-24	3	9	-0.52	1%	-1.6	39*
COC(=O)CCCCC(=O)C1C(=O)CC(C)(C)C(C(=O)OC)C1=O (configuration not stated)	0.9	-0.81	3	2	12	1	1%	0.24	2
COc1cc(C(=O)NCC(c2ccco2)N2CCCC2)ccc1OCc1c(C)noc1C (configuration not stated)	1	-0.46	6	18	10	-0.19	5%	-1	x
O=C(Nn1c(Cc2cccs2)nc2ccccc2c1=O)c1cccs1	1	-2.1	-6	-9	18	x	8%	-1.1	10
CC(=O)Cc1ccccc1OC(=O)c1ccco1	0.9	0.12	8	-20	5	x	7%	0.066	-5
Cc1c(C(=O)O)oc2ccc(S(=O)(=O)N(CC(C)C)CC(C)C)cc12	0.9	3.4	14	20	7	-0.049	3%	-0.2	1
O=C(Nc1ccc(F)cc1)Nc1ccc(Cl)cn1	1	0.41	32	25	4	0.56	5%	-0.63	-2
CCn1c(=N)c(C(=O)NCc2cccnc2)cc2c(=O)n3cccc(C)c3nc21	0.9	-1.7	15	-3	1	-1.3	13%[fluoresces]	-1	-4
NC(=O)CSc1nc2scc(-c3ccco3)c2c(=O)n1-c1ccccc1	0.9	4.3*	3	3	12	3.4*	5%	-1.4	4
CCCn1nnc(NC(=O)C(C)Oc2ccc(Cl)cc2Cl)n1 (configuration not stated)	0.9	0.099	0	24	12	1.2	10%	-1.5	-1
COC(=O)c1ccc(CSc2nc3c(cnn3-c3ccc(C)cc3)c(=O)[nH]2)o1	x	-1.5	5	5	24	2.5	0%	0.059	5
O=C(CSc1nnc(Cc2ccccc2)n1Cc1ccco1)NC1CCCC1	0.9	1	-4	11	3	x	5%	-0.2	4
O=C(Cn1cnc2c(nnn2Cc2ccc(F)cc2)c1=O)N1CCCCC1	0.9	0.19	2	1	0	-0.48	8%	0.3	-9
COc1cccc(C2=NOC(C(=O)Nc3cccc(C(C)=O)c3)C2)c1 (configuration not stated)	0.9	-0.12	-7	-4	14	-0.11	4%	-0.73	4
Cc1ccc(C2(C(F)(F)F)NC(=O)N3CCN=C3S2)cc1 (configuration not stated)	1	0.3	-3	2	15	-0.94	5%	0.37	-2
Oc1c(I)cc(Cl)c2cccnc12	0.9	0.045	-8	13	x	0.75	2%	0.94	x
CCc1ccc(S(=O)(=O)NCc2cn3cccc(C)c3n2)s1	0.9	-0.091	6	7	-4	-1.1	7%	0.34	7
CCN(CC)C(=O)CSc1nnc(-c2ccccc2)n1-c1ccccc1	0.9	-0.55	-3	-3	18	x	2%	-0.31	7
COc1ccc(C(C(=O)NC2CCCC2)N(C(=O)c2ccco2)c2ccc3c(c2)OCO3)cc1OC (configuration not stated)	0.9	-0.0044	2	18	20	-0.38	8%	1.1	3
COc1cccc(-c2nn(-c3ccccc3)cc2C(=O)NCC(=O)O)c1	0.9	-1.2	0	-11	4	-0.064	0%	0.0007	-7
CCCCCCOC(=O)CCn1[nH]c(=O)c2ccccc2c1=O	0.9	-0.94	-5	9	x	0.54	1%	0.059	x
O=C1OC(Nc2ccc3c(c2)OCO3)c2ccccc21 (configuration not stated)	1	-0.3	12	-2	30	-0.71	3%	-0.43	x
O=C(Nc1ccc(-n2nncc2-c2ccco2)cc1)c1ccc(F)cc1	0.9	-0.46	7	25	17	x	1%	0.29	x
COc1cccc(C(=O)Nc2c(F)c(F)c(F)c(F)c2F)c1	0.9	0.06	-1	8	11	0.28	1%	0.21	-6
CC(=N)C1=C(O)CC(C)(C)CC1=O	0.9	-0.94	0	-8	-6	1.2	4%	-0.15	4
CC(=O)n1nc(-c2ccccc2)nc1NCc1ccc(F)cc1	0.8	0.71	18	3	0	0.53	7%	0.26	4
COc1ccc2c(c1OC)C(=O)OC2CC(=O)c1ccc(O)cc1 (configuration not stated)	0.9	-0.17	-9	-6	14	1.4	3%	-0.99	5
CC(C)Sc1nnc([C@@H]2CCCN2C(=O)OC(C)(C)C)o1	1	-0.25	16	-7	4	0.18	1%	-0.81	8
COc1ccc(/C(O)=C2\C(=O)C(=O)N(c3cc(C)on3)C2c2cccc(OC)c2OC)cc1C (configuration not stated)	0.9	-0.17	10	-10	x	0.48	8%	0.15	x
CCOC(=O)c1c(C)nn(Cc2cccc(Cl)c2)c1N	0.9	-0.6	1	33	8	1.8	7%	-0.38	-2
COC(=O)c1cc2c(=O)n3ccccc3nc2n(C(C)C)c1=N	0.9	-0.72	7	-2	10	2.5	2%[fluoresces]	-0.29	-7
Cc1ccccc1NC(=O)c1ocnc1C	0.9	0.14	6	-9	9	0.0018	5%	0.092	2
COCCOC(=O)C1=C(C)NC(=O)CC1c1cc2c(cc1Br)OCO2 (configuration not stated)	0.9	0.11	5	-6	-3	-0.82	2%	0.059	2
CC1(C)CC(=O)c2cc(OCC(=O)NCc3cccnc3)ccc2O1	1	0.68	11	-10	10	1.5	4%[fluoresces]	-0.058	-2
C=CCn1c(O)c(CN2CCOCC2)c(C)c(C#N)c1=O	0.9	-0.064	-16	-14	10	x	5%	-0.72	-10
CCN(CC)S(=O)(=O)c1cccc(S(=O)(=O)c2cccc(S(=O)(=O)N(CC)CC)c2)c1	1	-0.98	-1	24	8	x	2%	-0.24	21
COc1cc(-c2nnc(SCC(=O)N(Cc3ccccc3)C(C)(C)C)o2)cc(OC)c1OC	0.9	-0.63	7	37	12	0.36	9%	-1	18
CC1(C)C=Cc2c(c3ccccc3[nH]c2=O)O1	0.9	0.12	1	8	12	3.2	4%	-0.79	0
COCc1cc(CN2CCCC2)c(O)c2ncccc12	1.3	-1.2	-50	10	6	-1.2	7%	-0.42	43*
COc1ccc(C(=O)N(Cc2ccc(N(C)C)cc2)C2CCS(=O)(=O)C2)cc1 (configuration not stated)	1	0.61	9	-1	4	0.31	8%	0.3	5
O=P(COCCO)(c1ccccc1)c1ccccc1	1	1.2	-18	-15	1	-0.13	3%	0.88	-5
COCCCNC(=O)c1ccc(N(C)S(C)(=O)=O)cc1	1	0.61	-2	2	1	0.017	8%	0.42	-8
O=C(NCc1ccco1)c1cc2c(s1)CCCCC2	0.9	0.44	70*	31	-16	-1.3	6%	-0.83	-1
CCN=C(NCC)SC1CC(=O)N(c2cccc(OC)c2)C1=O (configuration not stated)	0.9	2.2	8	8	11	-0.0035	7%	-0.51	2
Brc1ccc(CSc2nnc(-c3ccccn3)n2Cc2ccco2)cc1	0.9	0.59	3	98*	3	-0.37	2%	-1.7	x
COc1ccc(N2CCN(C(=O)c3ccc4c(c3)OCO4)CC2)cc1	0.9	-0.33	-14	-2	16	-0.15	3%	0.27	7
CCn1cc(C(=O)N2CCCc3ccccc32)c2cc(OC)c(OC)cc2c1=O	1	-0.12	-3	4	15	0.18	2%	0.88*	x
COc1ccc2c(c1)c(C(=O)CNc1nc(C)cs1)c(C)n2C	0.8	0.39	-6	-2	8	0.35	9%	0.69	4
COC(=O)c1ccc(C(=O)OC)c(NC(=O)c2oc(C)nc2C)c1	0.9	-0.51	7	-8	8	0.8	5%	-0.51	-6
COc1ccc(C(CC(=O)O)NS(=O)(=O)c2ccc(C)cc2)cc1OC (configuration not stated)	0.9	0.17	1	-18	12	0.47	6%	-0.19	-6
CCn1c(N)nc2c1c(=O)n(C)c(=O)n2C	1	0.23	12	-6	2	0.1	2%	0.2	-4
CCC(C)NC(=O)C1CCN(S(=O)(=O)N2CCCC2)CC1 (configuration not stated)	1	0.28	-5	-19	15	0.0041	5%	-0.82	0

Entries of single compounds, quoted from the list.
Shown for `COc1ccc(Cc2nnc(NC(=O)C3CCCO3)s2)cc1` (configuration not stated) : TNAP act DEA: 0.9; M1 agonist: -0.026; SF-1 act: -2; tolC growth inh: 3; HEK293 NFkB inh: -11; D1 mod: -0.41; NADH enzymes: 8%; M1 antagonist: 0.15; Jurkat tox 60K: -7
Shown for `CCc1ccc(S(=O)(=O)NCc2cn3cccc(C)c3n2)s1` : TNAP act DEA: 0.9; M1 agonist: -0.091; SF-1 act: 6; tolC growth inh: 7; HEK293 NFkB inh: -4; D1 mod: -1.1; NADH enzymes: 7%; M1 antagonist: 0.34; Jurkat tox 60K: 7

More compounds.
Compound	TNAP act DEA	M1 agonist	SF-1 act	tolC growth inh	HEK293 NFkB inh	D1 mod	NADH enzymes	M1 antagonist	Jurkat tox 60K
COc1ccccc1OCC(=O)Nc1nnc(-c2ccco2)s1	0.9	0.016	-11	3	1	0.96	6%	0.88	-6
Clc1nnc2ccc(-c3ccccc3)nn12	0.9	x	-22	-9	0	2.1	2%	x	-6
CCOC(=O)N1CCN(C(=O)CSCC(=O)N=c2sc3ccccc3n2C)CC1	0.9	-0.4	-11	-1	13	-0.27	4%	0	x
CCOC(=O)c1cn(CC)c2cc(N3CCCCC3)c(F)cc2c1=O	0.9	0.082	-28	100*	18	-0.77	13%	0.82	7
COc1ccc(-n2ccsc2=S)cc1	1	1.4	14	-15	-3	0.94	5%	-1.2	-5
C=CCC(NCCCO)c1cccc(OC)c1OC (configuration not stated)	1	-0.4	3	-10	7	-0.0026	4%	-0.056	-6
O=C(Nc1nccs1)Oc1ccccc1	0.9	0.14	-7	-19	2	0.5	8%	-0.042	-4
CCn1c(=O)cc(SCC(=O)NCCCN2CCN(c3ccc(F)cc3)CC2)c2ccccc21	1	-0.14	-2	13	13	-3.7*	2%	-2	x

Some values from the results shown.
D1 mod, Clc1nnc2ccc(-c3ccccc3)nn12 is entered as 2.1
TNAP act DEA, CCOC(=O)c1cn(CC)c2cc(N3CCCCC3)c(F)cc2c1=O is entered as 0.9

Assay outcomes: PubChem BioAssay, several laboratories
